High-throughput results (PubChem)
sdo1 growth: growth rescue of sdo1-depleted yeast, primary screen, S. cerevisiae, bone marrow failure model | S. cerevisiae sdo1-depleted JHY4D growth rescue, OD600 30 h; hits give high values; pdr5 snq2 efflux-pump mutant strain | z-score at 10 µM | actives 0.21% (n = 140,000) | AID 817, 2007;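 active means z-score above 3 at both the 24 hr and the 30 hr optical density reads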;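 further: z-score against mean and SD of all compound wells on the same plate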
Insulin prom inh: inhibitors of insulin promoter-driven GFP, primary screen, imaging, TRM-6 cells (human fetal islet line), eGFP reporter, cell count | inhibition, % at 2 µM | reporter expression induced with tamoxifen | actives 0.9% (n = 130,000);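 active means inhibition above the mean plus 3 SD, with well images judged a real hit on visual review, cut at about 60% in these data, passing the limit was not always enough; inconclusive means inhibition over the cutoff but images rejected on review; inactive means inhibition not above the cutoff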
sdo1 growth Rescue 24 h: second read-out of sdo1 growth, no call of its own (marks repeat the call); z-score; S. cerevisiae sdo1-depleted JHY4D growth rescue, OD600; measured here: growth rescue at 24 h;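 0 is the plate mean of compound wells and units are plate SD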
* hit, by the source's call; ? = inconclusive; . = no result given; & = joins results of further samples. The list is partial; rates above refer to the full screens.

sdo1 growth Rescue 24 h	Insulin prom inh	sdo1 growth	Structure
0.25	13	0.68	O=C1CN(C(=O)COC(=O)CNC(=O)c2ccccc2)c2ccccc2N1
.	7	.	COc1cc(/C=N/Nc2nc(C)cc(=O)[nH]2)ccc1OC(=O)c1cccnc1
-0.15	43	0.55	Cc1nc(C)c(C(=O)NCc2ccccc2Cl)o1
7.2*	-22	13*	Brc1ccc(NC2=Nc3ccccc3CC2)cc1
-0.13	13	-0.03	COc1ccc(C(C)=O)c(OC(=O)c2ccc(OC)c(OC)c2)c1
-1.8	0	-2.1	O=C(N/N=C/c1cn(-c2ccccc2)nc1-c1cccs1)c1ccncc1
1.8	20	0.65	O=C(Oc1ccc(OC(=O)c2ccco2)c(S(=O)(=O)c2ccc(Br)cc2)c1)c1ccco1
-0.27	.	0.47	CS(=O)(=O)NN1C(=O)c2ccccc2NC1c1c[nH]c2ccccc12 (stereo not given)
.	12	.	C=CCn1c(C)cc(C(=O)COC(=O)/C=C/c2cccc(OC)c2)c1C
-0.49	0	0.15	Cc1ccc(NC(=O)c2ccc(CSc3nnnn3C)cc2)cc1
-1.2	-47	-0.71	Nc1sccc1C(=O)c1ccc(Cl)cc1
0	50	-1.2	Cc1cccc(CSCCNC(=S)Nc2ccccc2)c1
-0.32	31	0.1	CC(=O)c1ccc(NC(=O)C2CCCNC2=O)cc1 (stereo not given)
.	-67	.	Nc1ccc(N=Nc2ccc(N)cc2)cc1
-1	41	-2.2	Cc1c(Cl)cccc1NC(=O)CSc1ncnc2c1cnn2CCc1ccccc1
.	0	.	COc1ccc(NC(=S)N2CCC(C(=O)c3ccc(F)cc3)CC2)c(OC)c1
0.03	-15	0.7	COc1ccc(NC(=O)/C(=C/c2ccc3c(c2)OCO3)NC(C)=O)cc1
-0.94	15	-1.1	O=C(Nc1ccc2c(c1)OCO2)NC1(C(F)(F)F)Oc2ccccc2O1
0.05	33	0.06	CCCCn1c(-c2ccsc2)nc2c1c(=O)[nH]c(=O)n2CCC
0.25	14	0.11	COc1cccc(C2C(C#N)=C(N)Oc3cc(N)ccc32)c1OC (stereo not given)
-0.03	-8	0.44	CCc1nnc(-n2nc(C)cc2-c2ccccc2)n1N
0.2	-220	-0.64	CC(C)(C)n1nnnc1C(c1cccs1)N1CCCC2(CCCCC2)C1 (stereo not given)
0.07	-9	0.14	CC1Cc2ccccc2N1C(=O)CSC1=NCCS1 (stereo not given)
.	-47	.	O=C(N/C(=C/c1ccc(Br)cc1)C(=O)N1CCCC1)c1cccs1
0.79	-30	-0.21	O=C(CSc1cn(Cc2ccccc2)c2ccccc12)NCc1ccc(F)cc1
1	.	1.1	CC1CCCN(C(=O)C2CCN(CC3CC=CCC3)CC2)C1 (stereo not given)
0.42	7	0.51	CCOC(=O)N1CCN(C(=O)C2CCCCC2)CC1
.	14	.	CCCCn1nnnc1SCC(=O)c1ccccc1F
-0.9	11	-1.1	CN(C)S(=O)(=O)c1cccc(-c2nnc(SCc3ccc4c(c3)OCCO4)o2)c1
-1	-403	-0.32	O=C(/C=C/c1ccco1)NC(=S)NNC(=O)c1ccco1
0.71	.	0.73	CSc1nc2ccccc2n1C(=O)NC1CCCCC1
0.57	.	0.38	Cc1ccccc1NC(=O)CCN1CCN(C/C=C/c2ccccc2)CC1
0.24	11	0.38	COC(=O)c1ccccc1NC(=O)N1CCN(C(=O)c2ccco2)CC1
-0.64	-14	-0.55	O=c1oc2ccccc2nc1/C=C(O)/C=C/c1ccc(F)cc1
-0.5	-69	-0.36	CCn1c(SCc2nc3ccccc3s2)nnc1-c1ccccc1
-1.2	.	-0.47	Cc1ccc(N2CC(C(=O)N3CCc4ccccc43)CC2=O)cc1 (stereo not given)
1.2	-19	0.99	CS(=O)(=O)c1ccc(Cl)c(NC(=O)CSc2nc3ccccc3c(=O)n2CCCN2CCOCC2)c1
-0.08	10	0.22	CC(=O)N=c1cccc(NC(C)=O)n1O
0.18	-59	0.07	CCOc1ccc(N(CC(=O)NCC2CCCO2)S(=O)(=O)c2ccc(SC)cc2)cc1 (stereo not given)
0.42	-38	0.55	Cc1ccc(S(=O)(=O)NCCCCCC(=O)Nc2ccccc2C)cc1
-0.41	30	-0.37	Cc1cc(N)n2nc(C)c(-c3ccccc3)c2n1
-0.66	-13	0.55	COc1cc(NC(=O)c2ccccc2)cc(OC)c1
0.27	9	0.39	Cc1ccccc1NC(=O)Cn1c(C)nc2ccc(NC(=O)C3CC3)cc2c1=O
1.9	.	0.61	COc1ccccc1NC1C=CS(=O)(=O)C1 (stereo not given)
0.49	4	0.96	Cc1c(C2(c3c(C)n(C)n(-c4ccccc4)c3=O)C(=O)Nc3ccc(F)cc32)c(=O)n(-c2ccccc2)n1C
0.91	-3	-0.04	COc1ccc(-c2nnc(-c3cccs3)o2)cc1OC
-0.2	21	-0.28	CCOC(=O)c1c(C)n(C)c2ccc(OC(C)C(=O)OC)cc12 (stereo not given)
0.11	17	-0.42	CC(CCc1ccccc1)NC(=O)c1ccc(C(=O)NC(C)CCc2ccccc2)cc1 (stereo not given)
-1.6	-6	-1.3	CCCCC(=O)Nc1ccc2c(c1)oc1ccccc12
0.56	.	0.46	COC(=O)c1ccc(/C(O)=C(\C#N)c2nc3ccccc3s2)cc1

(cont.)
sdo1 growth Rescue 24 h	Insulin prom inh	sdo1 growth	Structure
.	-61	.	COc1ccc(N(CC(=O)NCc2ccccc2C)S(=O)(=O)c2ccccc2[N+](=O)[O-])c(OC)c1
-0.86	-55	-1.3	Cc1ccc(C)c(NC(=S)N/N=C2/CCCCc3ccccc32)c1
-0.04	8	-0.08	O=[N+]([O-])c1cccc(-c2ccc(C(=S)N3CCN(c4ccc(F)cc4)CC3)o2)c1
-0.54	-26	0.17	O=C(Cn1nc(-c2ccccc2)ccc1=O)NCC1CCCO1 (stereo not given)
-0.16	.	-1	CN(C)c1ccc(-n2cc3c(=O)n(C)c(=O)n(C)c3c2)cc1
0.37	.	0.17	CCc1nnc2sc(-c3ccc(NC(=O)c4ccco4)cc3)nn12
0.34	.	1.3	CC1=C(C(=O)N2CCOCC2)C(c2ccc(C)cc2)NC(=S)N1 (stereo not given)
-1.8	6	-0.67	Cc1cc(-c2n[nH]c(=S)n2/N=C/C=C/c2ccccc2)n[nH]1
-0.65	51	0.14	CCc1c(C(C)O)oc2ccc3c(C)cc(=O)oc3c12 (stereo not given)
-0.45	-43	0.06	COc1ccc(OC)c2[nH]c(=O)c(CCNC(=O)C(C)(C)C)cc12
-0.03	.	0.29	C[N+](C)(CC#Cc1ccccc1)CC(=O)c1ccc(Cl)cc1
-0.48	26	-1.2	CCOC(=O)c1c(C)[nH]c(N=Nc2ccc(C)cc2)c1C
0.64	-114	0.23	COc1cc(/C=N/n2cnc3scc(-c4cccs4)c3c2=O)cc(OC)c1OC
-0.11	.	0.15	Cc1ccnc(NC(=O)C2CCN(S(=O)(=O)c3cccc4nonc34)CC2)c1
1	-45	1.1	Cn1c(SCC(=O)c2ccc3c(c2)OCCO3)nnc1C1CC1
-0.32	.	0.14	CN(CC(CC(=O)Nc1nncs1)c1ccccc1)S(=O)(=O)c1ccc(Br)cc1 (stereo not given)
-1.2	.	-0.75	COc1ccccc1NS(=O)(=O)c1ccc(Br)s1
-0.55	-8	0.2	Cn1nnnc1SCC(=O)NCc1ccco1
2.7	?	0.29	CCCCOc1ccc(OCCCC)c2c1NC1(N2)C(=O)N(C(C)=O)c2ccccc21
0.67	-11	0.48	C=CCNC(=O)c1ccc(Sc2ccc(C)cc2)c([N+](=O)[O-])c1
0.61	-44	0.26	CCN(CC)C(=O)CSc1nnc(SCc2ccc(Cl)cc2)s1
0.42	.	0.72	COC(=O)c1cc(-c2ccc(Br)cc2)on1
0.37	-71	0.47	CC(C)CNS(=O)(=O)c1ccc(S(=O)(=O)N2CCN(CCC#N)CC2)cc1
.	-58	.	N#CC1=C(N)Oc2n[nH]c(-c3cccnc3)c2C1c1ccc([N+](=O)[O-])o1 (stereo not given)
-0.85	8	-1.3	O=C1/C(=C/c2cccc([N+](=O)[O-])c2)CCc2ccccc21

Entries listed so far with an NH in an aromatic ring, in the order listed:
sdo1 growth Rescue 24 h	Insulin prom inh	sdo1 growth	Structure
.	7	.	COc1cc(/C=N/Nc2nc(C)cc(=O)[nH]2)ccc1OC(=O)c1cccnc1
-0.27	.	0.47	CS(=O)(=O)NN1C(=O)c2ccccc2NC1c1c[nH]c2ccccc12 (stereo not given)
0.05	33	0.06	CCCCn1c(-c2ccsc2)nc2c1c(=O)[nH]c(=O)n2CCC
-1.8	6	-0.67	Cc1cc(-c2n[nH]c(=S)n2/N=C/C=C/c2ccccc2)n[nH]1
-0.45	-43	0.06	COc1ccc(OC)c2[nH]c(=O)c(CCNC(=O)C(C)(C)C)cc12
-0.48	26	-1.2	CCOC(=O)c1c(C)[nH]c(N=Nc2ccc(C)cc2)c1C
.	-58	.	N#CC1=C(N)Oc2n[nH]c(-c3cccnc3)c2C1c1ccc([N+](=O)[O-])o1 (stereo not given)

(further entries)
sdo1 growth Rescue 24 h	Insulin prom inh	sdo1 growth	Structure
-0.45	7	0.28	O=C1OCCC1Sc1nnc(-c2ccco2)o1 (stereo not given)
.	-111	.	CCCNC(=O)NC(=O)COC(=O)CNS(=O)(=O)/C=C/c1ccccc1
0.49	.	0.54	Cc1cccc(CCNC(=O)CN(C)S(=O)(=O)c2ccc3c(c2)c(=O)n(C)c(=O)n3C)c1
1.1	26	1.4	Fc1cccc(Cl)c1CNCc1ccccc1Cl
-0.16&0.22	.	0.75&1	O=C(CCCn1cnc([N+](=O)[O-])n1)Nc1ccc(Cl)c(Cl)c1
-0.42	-5	0.16	CC(=O)C1=C(O)C(=O)N(c2cccnc2)C1c1ccc(Cl)cc1 (stereo not given)
.	2	.	Cc1ccc2c(COC(=O)c3c(C)noc3C)cc(=O)oc2c1
0.21	.	0.09	CCOC(=O)N1CCN(c2c(N3CCN(c4cccc(C(F)(F)F)c4)CC3)c(=O)c2=O)CC1
2.1	-61	1.5	CCS(=O)(=O)N1CCC(C(=O)NCc2cc(OC)ccc2OC)CC1
0.21	.	0.63	CCCCSc1nnc(-c2ccc(NC(C)=O)cc2)n1C
-0.72	.	-1.3	CCc1ccc(Cn2nnc(C(=O)NCc3ccccc3OC)c2N)cc1
0.13	-25	-1.1	Cc1ccc(-n2ncc3c(=O)[nH]c(SCC(=O)N4CCCc5ccccc54)nc32)cc1
-0.01	8	-0.21	COCCCn1c(-c2ccsc2)nc2c1c(=O)[nH]c(=O)n2Cc1ccccc1
-1.1	3	0.47	OCCN(C=NC1=NN(c2cccc(C(F)(F)F)c2)CC1)CCO
-0.67	-60	-0.46	COc1ccc(/C=N/NC(=O)CN(Cc2ccccc2)S(=O)(=O)c2ccc3c(c2)OCCO3)cc1
-0.61	-22	-0.4	CCOC(=O)CN1C(=O)S/C(=C/c2ccc(O)c([N+](=O)[O-])c2)C1=O
.	58	.	C/C(=N\NC(=O)C1COc2ccccc2O1)c1cc2ccccc2o1 (stereo not given)
0.62	-55	0.28	CCOC(=O)C1=C[C@]2(CC)CCCN3CCc4c(n1c1ccccc41)[C@@H]32
-0.87	.	-1.3	c1ccc(-n2ncc3c(N4CCCCC4)ncnc32)cc1
0.48	.	0.65	CCn1c2ccccc2c2nnc(SCC(=O)Nc3ncccn3)nc21
-0.37	-244	-1.2	O=C(Cn1ncc2c(=O)oc3ccccc3c21)Nc1nc2ccccc2s1
.	23	.	Cc1c(Cl)cccc1NC(=O)CSc1ccc(-c2cccnc2)nn1
.	40	.	COC(=O)c1ccccc1OC(=O)c1cc[n+]([O-])cc1
0.76	-259	0.52	CCC(Sc1ncccn1)C(=O)Nc1cc(C)on1 (stereo not given)
-1.4	3	-1.8	O=C(CN(c1cccc(C(F)(F)F)c1)S(=O)(=O)c1ccc(Cl)c([N+](=O)[O-])c1)NCc1ccccc1

A few values from above.
Under Insulin prom inh, `CC(=O)C1=C(O)C(=O)N(c2cccnc2)C1c1ccc(Cl)cc1` (stereo not given) is entered as -5
Under Insulin prom inh, `Cc1ccc2c(COC(=O)c3c(C)noc3C)cc(=O)oc2c1` is entered as 2
Under Insulin prom inh, `CCOC(=O)C1=C[C@]2(CC)CCCN3CCc4c(n1c1ccccc41)[C@@H]32` is entered as -55
Under sdo1 growth, `O=C(CCCn1cnc([N+](=O)[O-])n1)Nc1ccc(Cl)c(Cl)c1` is entered as 0.75&1
Under sdo1 growth, `CCc1ccc(Cn2nnc(C(=O)NCc3ccccc3OC)c2N)cc1` is entered as -1.3
Under sdo1 growth, `O=C1OCCC1Sc1nnc(-c2ccco2)o1` (stereo not given) is entered as 0.28
Under Insulin prom inh, `CCCNC(=O)NC(=O)COC(=O)CNS(=O)(=O)/C=C/c1ccccc1` is entered as -111

Next records follow:
sdo1 growth Rescue 24 h	Insulin prom inh	sdo1 growth	Structure
.	-7	.	CCOc1ccccc1NC(=O)Cn1c(=O)n(-c2ccc(OC)cc2OC)c(=O)c2c(C)c(C(=O)N(CC)CC)sc21
-0.67	10	-0.21	CCn1c(=O)c(C(=O)CN2CCOCC2)c(N)n(Cc2ccccc2)c1=O
.	7	.	O=Cc1cccn1-c1ncc(Br)cn1
0.33	.	0.04	COc1ccc2nc(NC(=O)C(NS(=O)(=O)c3cccc4nsnc34)C(C)C)sc2c1 (stereo not given)
